influenza NS1A – NS1A inhibition, H1N1 influenza, cell based functional assay (AID 504329); NS1A functional cell-based assay, percent inhibition; higher % means a stronger effect; hit rate 0.3% among 340,000; inhibition, % at 12.5 µM; hits with a dose series show IC50 in µM; in the data active means a potency from the dose series; inconclusive means inhibition above about 27% without an active follow-up result; further: strong numbers were not always called active
inhibitors of VEEV – inhibitors of VEEV TC-83 cytopathic effect, confirmation, Vero cells (AID 588727). Vero cells, VEEV TC-83 cytopathic effect inhibition; higher % means a stronger effect. one-dose inhibition, % at 20 µM; IC50 in µM for titrated hits. hit rate 0.13% among 350,000; in the data active means a potency from the dose series; inconclusive means inhibition mostly from about 14% at the one dose, without a potency; inactive means the rest, 99 in 100 with inhibition below about 12%; further: strong numbers were not always called active
M. tuberculosis HTS – M. tuberculosis growth inhibition, HTS (AID 449762). M. tuberculosis H37Rv growth inhibition, 7H9 media; higher % means a stronger effect. one-dose inhibition, % at 25 µM; IC50 in µM for titrated hits. hit rate 0.59% among 330,000; in the data active means a potency from the dose series; inconclusive means inhibition above about 70% without an active follow-up result;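 further: bacterial growth assessed after seven days of incubation; strong numbers were not always called active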
tuberculosis growth – growth inhibition of non-replicating M. tuberculosis (AID 488890) | hit rate 0.39% among 320,000 | Mycobacterium tuberculosis non-replicating, growth inhibition; higher % means a stronger effect | inhibition, % at 25 µM, or IC50 in µM where a hit was titrated; in the data active means a potency from the dose series; inconclusive means inhibition mostly from about 82% at the one dose, without a potency; inactive means the rest, 99 in 100 with inhibition below about 76%;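 further: plate controls were DMSO cells for no effect and high antibiotic wells for full effect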
PhoP GFP inhibition – Inhibition of PhoP regulon, Salmonella typhi GFP reporter cells, confirmation, 4 h (AID 1850); Salmonella Typhi PhoP-promoter GFP reporter, fluorescence, 4 h; higher % means a stronger effect; one-dose inhibition, % at 50 µM; IC50 in µM for titrated hits; hit rate 0.33% among 310,000; in the data active means a potency from the dose series; inconclusive means inhibition mostly from about 25% at the one dose, without a potency; inactive means the rest, 99 in 100 with inhibition below about 19%;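 further: 0% = induced wells with vehicle and 100% = uninduced wells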
inhibitors of VEEV 10K pilot screen – second read-out of inhibitors of VEEV, no call of its own (marks repeat the call); inhibition, %; measured here: 10K pilot screen inhibition
Active calls of the source: *; & = joins results of further samples.

A first look, 9 compounds:
For CCNc1nc(CN2CCCCC2)nc2scc(-c3ccccc3)c12 the results were influenza NS1A -12%, inhibitors of VEEV inactive, M. tuberculosis HTS 41%, tuberculosis growth 5%, PhoP GFP inhibition -9% and inhibitors of VEEV 10K pilot screen 0.0.
Screening CC1Cc2ccccc2N1C(=O)c1ccc(N2CCCCC2)c([N+](=O)[O-])c1 (stereo not given) returned influenza NS1A 6%, inhibitors of VEEV inactive, M. tuberculosis HTS 3% and PhoP GFP inhibition -4%.
Screening CC(=O)c1c(COC(=O)c2cccnc2)nc2ccccc2[n+]1[O-] returned influenza NS1A 0%, inhibitors of VEEV 1.4%, M. tuberculosis HTS -4%, tuberculosis growth -5% and PhoP GFP inhibition 23%.
`CSc1ccc(-c2cc(=O)c3ccccc3o2)cc1` gave influenza NS1A -10%, inhibitors of VEEV 0.6%, M. tuberculosis HTS inconclusive, tuberculosis growth 29% and PhoP GFP inhibition -14%.
For COCCN(C(=O)COC(=O)c1ccccc1Oc1ccccc1)c1c(N)n(Cc2ccccc2)c(=O)[nH]c1=O the results were influenza NS1A 4%, inhibitors of VEEV 1.1%, M. tuberculosis HTS -3%, tuberculosis growth 39% and PhoP GFP inhibition -10%.
CCOCCCNC(=O)C(C)NS(=O)(=O)c1ccc(C)cc1 (stereo not given) was read as influenza NS1A 5%, inhibitors of VEEV inactive, M. tuberculosis HTS -7%, tuberculosis growth 6% and PhoP GFP inhibition 12%.
`CCOc1ccc(-n2c(SCC(=O)Nc3nccs3)nc3c(c2=O)SCC3)cc1` gave influenza NS1A -5%, inhibitors of VEEV inactive, M. tuberculosis HTS -1%, tuberculosis growth -18% and PhoP GFP inhibition 2%.
Screening Cc1cccn2c(=O)c(/C=C(\C#N)C(=O)NC3CCS(=O)(=O)C3)c(N3CCC(C)CC3)nc12 (stereo not given) returned influenza NS1A -4%, inhibitors of VEEV 5.4%, M. tuberculosis HTS -2%, tuberculosis growth 17% and PhoP GFP inhibition 1%.
Screening CS(=O)(=O)N(CC(=O)N1CCCCCC1)c1cccc(Br)c1 returned influenza NS1A -3%, inhibitors of VEEV 3.6%, M. tuberculosis HTS 2%, tuberculosis growth 1% and PhoP GFP inhibition -8%.

The listing, from the start:
For CCNc1nc(CN2CCCCC2)nc2scc(-c3ccccc3)c12 the results were influenza NS1A -12%, inhibitors of VEEV inactive, M. tuberculosis HTS 41%, tuberculosis growth 5%, PhoP GFP inhibition -9% and inhibitors of VEEV 10K pilot screen 0.0.
Screening CC1Cc2ccccc2N1C(=O)c1ccc(N2CCCCC2)c([N+](=O)[O-])c1 (stereo not given) returned influenza NS1A 6%, inhibitors of VEEV inactive, M. tuberculosis HTS 3% and PhoP GFP inhibition -4%.
Screening CC(=O)c1c(COC(=O)c2cccnc2)nc2ccccc2[n+]1[O-] returned influenza NS1A 0%, inhibitors of VEEV 1.4%, M. tuberculosis HTS -4%, tuberculosis growth -5% and PhoP GFP inhibition 23%.
`CSc1ccc(-c2cc(=O)c3ccccc3o2)cc1` gave influenza NS1A -10%, inhibitors of VEEV 0.6%, M. tuberculosis HTS inconclusive, tuberculosis growth 29% and PhoP GFP inhibition -14%.
For COCCN(C(=O)COC(=O)c1ccccc1Oc1ccccc1)c1c(N)n(Cc2ccccc2)c(=O)[nH]c1=O the results were influenza NS1A 4%, inhibitors of VEEV 1.1%, M. tuberculosis HTS -3%, tuberculosis growth 39% and PhoP GFP inhibition -10%.
CCOCCCNC(=O)C(C)NS(=O)(=O)c1ccc(C)cc1 (stereo not given) was read as influenza NS1A 5%, inhibitors of VEEV inactive, M. tuberculosis HTS -7%, tuberculosis growth 6% and PhoP GFP inhibition 12%.
`CCOc1ccc(-n2c(SCC(=O)Nc3nccs3)nc3c(c2=O)SCC3)cc1` gave influenza NS1A -5%, inhibitors of VEEV inactive, M. tuberculosis HTS -1%, tuberculosis growth -18% and PhoP GFP inhibition 2%.
Screening Cc1cccn2c(=O)c(/C=C(\C#N)C(=O)NC3CCS(=O)(=O)C3)c(N3CCC(C)CC3)nc12 (stereo not given) returned influenza NS1A -4%, inhibitors of VEEV 5.4%, M. tuberculosis HTS -2%, tuberculosis growth 17% and PhoP GFP inhibition 1%.
Screening CS(=O)(=O)N(CC(=O)N1CCCCCC1)c1cccc(Br)c1 returned influenza NS1A -3%, inhibitors of VEEV 3.6%, M. tuberculosis HTS 2%, tuberculosis growth 1% and PhoP GFP inhibition -8%.
For O=C1NC(=O)/C(=C\c2ccccc2Oc2ccc(F)c(F)c2)S1 the results were influenza NS1A -12%, inhibitors of VEEV 0.3%, M. tuberculosis HTS -5%, tuberculosis growth 49% and PhoP GFP inhibition -4%.
For Cc1ccnc(NC(=S)NC(=O)/C=C/c2ccc(Cl)cc2)c1 the results were influenza NS1A 4%, inhibitors of VEEV 1.2%, M. tuberculosis HTS 6%, tuberculosis growth -16% and PhoP GFP inhibition -5%.
For Cc1cccc(OCC2=N/C(=C\N(C)C)C(=O)O2)c1 the results were influenza NS1A 0%, inhibitors of VEEV inactive, M. tuberculosis HTS 3%, tuberculosis growth 18% and PhoP GFP inhibition 1%.
`CCOC(=O)NC1(Nc2ccc(C)cc2)Oc2ccccc2O1` gave influenza NS1A 5%, inhibitors of VEEV inactive, M. tuberculosis HTS 5%, tuberculosis growth 42% and PhoP GFP inhibition 9%.
Screening Nc1n[nH]c(N)c1N=Nc1ccccc1F returned influenza NS1A 0%, inhibitors of VEEV 0.1%, M. tuberculosis HTS 8%, tuberculosis growth 1% and PhoP GFP inhibition 6%.
For CCOc1ccc(NC(=S)N2CCC(NC(=O)c3ccccc3C)CC2)cc1 the results were influenza NS1A -2%, inhibitors of VEEV 0.7%, M. tuberculosis HTS 6%, tuberculosis growth -6% and PhoP GFP inhibition -23%.
Cc1ccc(S(=O)(=O)NCCC(=O)NC(C)c2ccccc2)cc1 (stereo not given) was read as influenza NS1A 1%, inhibitors of VEEV 0.9%, M. tuberculosis HTS 7%, tuberculosis growth 2% and PhoP GFP inhibition 6%.
`Cc1ccc(NC2CCCN(C(=O)c3ccc4[nH]ccc4c3)C2)cc1C` (stereo not given) gave influenza NS1A -1%, inhibitors of VEEV 8.2%, M. tuberculosis HTS 4%, tuberculosis growth 39% and PhoP GFP inhibition -3%.
`CC(=O)Nc1nc(=S)n(-c2ccccc2)[nH]1` gave influenza NS1A -2%, inhibitors of VEEV 2.8%, M. tuberculosis HTS -1%, tuberculosis growth -8% and PhoP GFP inhibition 7%.
`OC(CNCC1COc2ccccc2O1)COc1ccccc1F` (stereo not given) gave influenza NS1A 6%, inhibitors of VEEV 1.6%, M. tuberculosis HTS 6%, tuberculosis growth -1% and PhoP GFP inhibition 3%.
For COc1ncnc2c1oc1nc(C(C)C)c3c(c12)CC(C)(C)OC3 the results were influenza NS1A -6%, inhibitors of VEEV 1.1%, M. tuberculosis HTS 6%, tuberculosis growth 3%, PhoP GFP inhibition -4% and inhibitors of VEEV 10K pilot screen 7.5.
Screening CC(=O)c1ccccc1NC(=O)COC(=O)CSCC(=O)Nc1cc(C)on1 returned influenza NS1A -17%, inhibitors of VEEV 2.6%, M. tuberculosis HTS 2%, tuberculosis growth -2% and PhoP GFP inhibition 3%.
Screening CSc1nc2ccccc2c(=O)n1-c1cccnc1 returned influenza NS1A -19%, inhibitors of VEEV 1.6%, M. tuberculosis HTS -4%, tuberculosis growth -1% and PhoP GFP inhibition 2%.
Screening CN1CCc2c(sc(/N=C/c3c[nH]c4ccccc34)c2C(N)=O)C1 returned inhibitors of VEEV 2.3%, M. tuberculosis HTS 5%, tuberculosis growth -7% and PhoP GFP inhibition 0%.
`O=C(N/C(C(=O)N1CCOCC1)=C(\Sc1ncccn1)c1ccccc1)c1ccccc1` gave influenza NS1A -7%, inhibitors of VEEV 9.3%, M. tuberculosis HTS -2%, tuberculosis growth -32% and PhoP GFP inhibition 16%.
For CN(Cc1ccccc1)S(=O)(=O)c1ccccc1[N+](=O)[O-] the results were influenza NS1A -12%, inhibitors of VEEV 2.0%, M. tuberculosis HTS -3%, tuberculosis growth 20% and PhoP GFP inhibition 7%.
`COc1cc(/C=C/C2=CC(C)(C)NC(=S)N2)cc(OC)c1OC` gave influenza NS1A -8%, inhibitors of VEEV 0.2%, M. tuberculosis HTS 13%, tuberculosis growth -7% and PhoP GFP inhibition 3%.
`NC(=O)C1CCCN(CC(O)COCc2ccc(Cl)cc2)C1` (stereo not given) gave influenza NS1A -9%, inhibitors of VEEV 0.3%, M. tuberculosis HTS -5%, tuberculosis growth -5% and PhoP GFP inhibition -1%.
Screening CN(C)c1ccc(NC(=O)CN2CCc3ccccc3C2)cc1 returned influenza NS1A 9%, inhibitors of VEEV 3.0%, M. tuberculosis HTS -5%, tuberculosis growth -5% and PhoP GFP inhibition -1%.
Screening COc1cc(/C=C2\SC(=S)N(NS(=O)(=O)c3ccc(C)cc3)C2=O)ccc1O returned influenza NS1A 18%, inhibitors of VEEV 1.2%, M. tuberculosis HTS -5%, tuberculosis growth 9% and PhoP GFP inhibition 5%.
For O=C(Cn1cnc2c(nnn2Cc2ccccc2)c1=O)NCc1ccco1 the results were influenza NS1A 2%, inhibitors of VEEV 2.8%, M. tuberculosis HTS -10%, tuberculosis growth -10% and PhoP GFP inhibition -3%.
Screening CCn1c(SCC(=O)Nc2ccc(OC)c(OC)c2)nnc1-c1ccco1 returned influenza NS1A -27%, inhibitors of VEEV 4.9%, M. tuberculosis HTS 3%, tuberculosis growth 8% and PhoP GFP inhibition 0%.
Screening O=C(NCCc1ccccc1)C(=O)NCCC1CCCCN1S(=O)(=O)c1cccs1 (stereo not given) returned influenza NS1A 0%, inhibitors of VEEV inactive, M. tuberculosis HTS 3%, tuberculosis growth 21% and PhoP GFP inhibition 11%.
For O=C1CCCN1CCCNc1nc2c(S(=O)(=O)c3ccccc3)nnn2c2ccc(Cl)cc12 the results were influenza NS1A -17%, inhibitors of VEEV 9.6%, M. tuberculosis HTS 2%, tuberculosis growth 17% and PhoP GFP inhibition 0%.
Screening O=C(O)C1C2CCC(C2)C1C(=O)NCc1ccco1 (stereo not given) returned influenza NS1A -14%, inhibitors of VEEV inactive, M. tuberculosis HTS 6%, tuberculosis growth -6% and PhoP GFP inhibition 1%.
For O=C(CCC(=O)N(Cc1ccco1)C(C(=O)NC1CCCC1)c1ccncc1)Nc1cccnc1 (stereo not given) the results were influenza NS1A 3%, inhibitors of VEEV 0.5%, M. tuberculosis HTS -7%, tuberculosis growth 1%, PhoP GFP inhibition -2%&-4% and inhibitors of VEEV 10K pilot screen 1.1.
`COc1ccc(NC(=O)CN2CCC(C(N)=O)(N3CCCCC3)CC2)cc1` gave influenza NS1A -10%, inhibitors of VEEV inactive, M. tuberculosis HTS -1%, tuberculosis growth -9% and PhoP GFP inhibition 4%.
S=C(Nc1ccccc1)Nc1nccs1 was read as influenza NS1A -16%, inhibitors of VEEV 0.1%, M. tuberculosis HTS inconclusive, tuberculosis growth inconclusive and PhoP GFP inhibition -1%.
CNc1c([N+](=O)[O-])cnn1-c1ccccn1 was read as influenza NS1A -3%, inhibitors of VEEV 0.3%, M. tuberculosis HTS 0%, tuberculosis growth -4% and PhoP GFP inhibition 7%.
Screening CCc1nnc(NC(=O)CCC(=O)O)s1 returned influenza NS1A 7%, inhibitors of VEEV 0.7%, M. tuberculosis HTS -9% and tuberculosis growth -14%.
Screening O=C(COc1ccccc1Br)Nc1ccc2c(c1)OCCCO2 returned influenza NS1A 8%, inhibitors of VEEV 3.8%, M. tuberculosis HTS -5%, tuberculosis growth 26% and PhoP GFP inhibition 3%.
`CCc1noc(C)c1C(=O)NC1CCCc2c1cnn2-c1cc(C)cc(C)c1` (stereo not given) gave influenza NS1A -5%, inhibitors of VEEV 1.1%, M. tuberculosis HTS -6%, tuberculosis growth 5% and PhoP GFP inhibition -6%.
NC(=O)c1nn(-c2ccccc2)nc1NC(=O)CSc1nnnn1-c1ccc(Cl)cc1 was read as influenza NS1A -4%, inhibitors of VEEV 1.8%, M. tuberculosis HTS -12%, tuberculosis growth -11% and PhoP GFP inhibition -24%.
For CCOC(=O)c1ccc(NC(=S)N2CCCC2c2ccc(OC)c(OC)c2)cc1 (stereo not given) the results were influenza NS1A 12%, inhibitors of VEEV 1.9%, M. tuberculosis HTS 6%, tuberculosis growth 33% and PhoP GFP inhibition 8%.
Screening Nc1nonc1-c1noc(-c2ccc(Br)o2)n1 returned influenza NS1A 10%, inhibitors of VEEV inactive, M. tuberculosis HTS -4%, tuberculosis growth -3% and PhoP GFP inhibition 2%.

High-throughput results deposited in PubChem by Southern Research Specialized Biocontainment Screening Center.
